CCHFV vOTU inh – CCHFV vOTU protease inhibition; 370,000 tested, 0.55% active; inhibition, % at 11.5 µM; Pep-AMC fluorescence; in the data active means inhibition above about 30%; further: 0% = vehicle wells with enzyme and 100% = no enzyme wells
MazF activator – increases E. coli MazEF RNase cleavage of RNA; activation, % at 20 µM; FAM/BHQ RNA-DNA oligo cleavage fluorescence, 5 h; 350,000 tested, 0.32% active; P0AE70; in the data active means activation above about 50%
Target sequence (P0AE70 whole entry, looked up): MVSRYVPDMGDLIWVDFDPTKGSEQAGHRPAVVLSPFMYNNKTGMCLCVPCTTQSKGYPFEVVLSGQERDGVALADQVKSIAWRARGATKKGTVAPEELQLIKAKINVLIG
VHR inh abs – DUSP3 (human) phosphatase inhibition; P51452; recombinant VHR phosphatase, pNPP absorbance; inhibition, % at 13.3 µM; 290,000 tested, 0.52% active; in the data active means inhibition above about 50%; further: some compounds called inactive have numbers as strong as hits
Target sequence (P51452 whole entry, looked up): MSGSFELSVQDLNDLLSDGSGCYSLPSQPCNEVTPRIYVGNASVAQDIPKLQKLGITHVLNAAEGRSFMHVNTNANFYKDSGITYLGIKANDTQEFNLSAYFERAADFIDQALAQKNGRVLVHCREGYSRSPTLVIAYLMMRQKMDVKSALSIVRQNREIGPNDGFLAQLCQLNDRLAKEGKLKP
PrPC surface inh – cell surface PrPC inhibition, primary TR-FRET screen; inhibition, % at 13.8 µM; 370,000 tested, 0.43% active; P04156; AID 720596; TR-FRET read-out; in the data active means inhibition above about 24%; further: 0% = median of the test wells and 100% = reference compound wells
TcdB GH inh – inhibitors of Clostridioides difficile toxin B glycohydrolase; 350,000 tested, 0.24% active; inhibition, % at 9.99 µM; P18177; TcdB glycohydrolase enzymatic assay, plate reader; in the data active means inhibition above about 10%
BH1578 lux ind – induces V. cholerae light production without autoinducers. activation, % at 18.7 µM. 350,000 tested, 0.16% active. V. cholerae BH1578 lux reporter, luminescence, 6 h; in the data active means activation mostly above about 9.7%, no sharp cut-off; further: not every result past the cut was called active; inactives centre near 0; reference of the scale not given here
Rv3671c inh – Rv3671c (M. tuberculosis) protease inhibition; P9WHR9; inhibition, % at 5.96 µM; AID 2606; 320,000 tested, 0.048% active; in the data active means inhibition above about 38%;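 further: extracellular domain of Rv3671c used as enzyme; 0% = enzyme with DMSO and 100% = no enzyme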
Target sequence (P9WHR9 whole entry, looked up, the tested form may be a part): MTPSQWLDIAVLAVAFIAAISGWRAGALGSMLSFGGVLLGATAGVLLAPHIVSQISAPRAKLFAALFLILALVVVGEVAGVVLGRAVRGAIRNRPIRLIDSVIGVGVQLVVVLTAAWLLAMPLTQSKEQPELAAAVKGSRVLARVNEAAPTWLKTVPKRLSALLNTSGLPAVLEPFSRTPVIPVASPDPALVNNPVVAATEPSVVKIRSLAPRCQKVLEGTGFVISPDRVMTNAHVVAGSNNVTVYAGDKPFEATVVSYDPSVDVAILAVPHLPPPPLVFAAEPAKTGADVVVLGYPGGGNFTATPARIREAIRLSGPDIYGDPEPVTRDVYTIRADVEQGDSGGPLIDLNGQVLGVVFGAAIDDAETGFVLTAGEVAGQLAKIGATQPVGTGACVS
Y pestis TopoI – inhibitors of Yersinia pestis topoisomerase I | Y. pestis Topo-I cleavage product accumulation, plate reader | 360,000 tested, 0.064% active | activity, % at 10 µM; in the data active means activity above about 50%, passing the limit was not always enough; further: inactives centre near 2
PriA SSB inh – blocks PriA binding to SSB C-terminal tail. AlphaScreen SSBct-PriA binding, biotinylated peptide. inhibition, % at 33 µM. 430,000 tested, 0.6% active; in the data active means inhibition mostly above about 37%, no sharp cut-off; inactive means mostly below about 20%;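 further: plate controls were negative control peptide for no effect and reference peptide for full effect; strong numbers were not always called active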
3CLpro inhibitor – SARS-CoV 3CLpro protease inhibition. P0C6X7. recombinant SARS-CoV 3CLpro, quenched FRET peptide cleavage. inhibition, % at 6 µM. 290,000 tested, 0.14% active; in the data active means inhibition above about 12%
Active calls of the source: *; i = inactive; . = no result given; & = joins results of further samples.

SMILES | CCHFV vOTU inh | MazF activator | VHR inh abs | PrPC surface inh | TcdB GH inh | BH1578 lux ind | Rv3671c inh | Y pestis TopoI | PriA SSB inh | 3CLpro inhibitor
Cc1c(C)n2c(SCC(=O)N3CCC(C)CC3)nnc2[nH]c1=O | -2 | 6 | . | -1 | 2.7 | -5.3 | -2 | 5 | 0 | .
COc1ccc2c(c1)C(=O)[C@@H](O)[C@H](c1ccc(OC)c(Br)c1)O2 | . | 13 | -3 | . | . | i | 1 | -9 | -3 | -5
NC(=O)c1cc([N+](=O)[O-])ccc1N1CCN(Cc2ccccc2)CC1 | -7 | 6 | -1 | -15 | 1.5 | 1.0 | 2 | -4 | -6 | 1
COc1ccc(CNc2nc(-c3cccnc3)nn2C(C)=O)cc1 | -6 | 1 | -2 | -3 | -0.4 | -0.2 | -1 | -5 | -5 | -2
CCCCC(=O)N1CCN(c2nc3ccc(Cl)cc3s2)CC1 | 9 | 5 | 9 | 1 | 1.7 | -0.9 | 5 | 22 | -1 | 2
CCN(Cc1ccccc1)C(c1ccccn1)c1nnnn1C(C)(C)CC (stereo not given) | -2 | -6 | -21 | 1 | . | i | 3 | 12 | -17 | 3
COc1cc(-c2nc(-c3cccc(C)c3)no2)cc(OC)c1OC | 7 | -12 | 18 | -1 | . | i | -8 | 6 | -17 | -2
O=C(CN(C(=O)c1csnn1)c1ccccc1C(F)(F)F)NC1CCCCC1 | 0 | 6 | 22 | 14 | 0.8 | -0.3 | 4 | 4 | 0 | -2
c1cncc(C(c2nnnn2C2CCCCC2)N2CCCCC2)c1 (stereo not given) | -8 | -22 | 21 | -3 | 0.1 | 1.3 | 1 | 2 | -6 | 4
CN(c1ccc(OC(=O)CC2OC(=O)c3ccccc32)cc1)S(=O)(=O)c1ccccc1 (stereo not given) | 14 | -8 | . | 8 | -0.1 | i | 5 | -12 | -13 | .
CCc1ccc(NC(=O)COc2coc(CN3CCc4ccccc4C3)cc2=O)cc1 | -10 | 0 | . | 8 | -0.5 | i | -6 | 27 | 4 | .
COc1ccc(C(CNC(=O)C2CC(=O)N(Cc3ccc(C)cc3)C2)N(C)C)cc1 (stereo not given) | 8 | -2 | 42 | 4 | . | -0.7 | -13 | -1 | -3 | 0
COc1ccc(S(=O)(=O)NC(CC(=O)NCCc2ccccc2)c2ccco2)cc1 (stereo not given) | 21 | -2 | 9 | -2 | -0.4 | -6.2 | 5 | 3 | -9 | 2
Fc1cc2[nH]cnc2cc1Cl | 2 | 1 | -3 | -4 | 0.0 | -0.4 | -3 | -11 | -2 | 2
CN(C)c1ccc(C=NCCc2ccc(S(N)(=O)=O)cc2)cc1 | 17 | -7 | 12 | 2 | -0.8 | -0.2 | 1 | 1 | 0 | -2
O=C(Nc1ccccc1)OCN1C(=O)c2ccccc2C1=O | 7 | 2 | 23 | 7 | . | -0.2 | 8 | 1 | -4 | -3
CCn1nc(C)c(/C=C/C(=O)Nc2ccc(C)cc2C)c1C | 17 | -3 | -14 | 6 | 3.0 | -0.3 | 1 | 0 | -2 | -1
Cc1cc(C(=O)Nc2c(F)cc(F)cc2Br)cs1 | -8 | 2 | -17 | 10 | -5.2 | i | -1 | 2 | -7 | 3
C/C(CC(=O)NC1CCCC1)=N\NC(=O)Cc1csc(N)n1 | 5 | -3 | -11 | 2 | . | i | -10 | -5 | . | -1
CN(C)S(=O)(=O)c1cccc(NC(=O)c2ccc3c(c2)OCCO3)c1 | 0 | 3 | . | 0 | 1.0 | -1.9 | 2 | -11 | -2 | .
COc1ccc(/C=N/NC(=O)C(=O)N2CCCC2)cc1 | 3 | 12 | 14 | 5 | 0.1 | -0.9 | -11 | 4 | . | 1
Cc1cccc2c1NC1(CCCC1)CC2C (stereo not given) | 1 | -2 | -2 | 1 | -7.0 | -1.4 | 0 | -5 | -9 | 4
CCOC(=O)C1CCCN(c2nc3ccccc3nc2C(C#N)C(=O)OCCOC)C1 (stereo not given) | 15 | 5 | 6 | -10 | . | -3.8 | -4 | 37 | -6 | -1
CCN(CC)C(=O)Cn1c(=O)n(Cc2ccc(F)cc2)c(=O)c2sccc21 | 9 | 0 | 11 | -3 | -0.5 | -0.2 | 6 | 4 | -16 | 5
O=S(=O)(Nc1cc(Cl)ccc1-n1cncn1)c1ccccc1Cl | 5 | -2 | . | -1 | -1.1 | 3.8 | 3 | 0 | -9 | .

A draw from above in order of count of non-hydrogen atoms, highest first:
SMILES | CCHFV vOTU inh | MazF activator | VHR inh abs | PrPC surface inh | TcdB GH inh | BH1578 lux ind | Rv3671c inh | Y pestis TopoI | PriA SSB inh | 3CLpro inhibitor
CN(c1ccc(OC(=O)CC2OC(=O)c3ccccc32)cc1)S(=O)(=O)c1ccccc1 (stereo not given) | 14 | -8 | . | 8 | -0.1 | i | 5 | -12 | -13 | .
COc1ccc(S(=O)(=O)NC(CC(=O)NCCc2ccccc2)c2ccco2)cc1 (stereo not given) | 21 | -2 | 9 | -2 | -0.4 | -6.2 | 5 | 3 | -9 | 2
O=C(CN(C(=O)c1csnn1)c1ccccc1C(F)(F)F)NC1CCCCC1 | 0 | 6 | 22 | 14 | 0.8 | -0.3 | 4 | 4 | 0 | -2
CCN(Cc1ccccc1)C(c1ccccn1)c1nnnn1C(C)(C)CC (stereo not given) | -2 | -6 | -21 | 1 | . | i | 3 | 12 | -17 | 3
CN(C)S(=O)(=O)c1cccc(NC(=O)c2ccc3c(c2)OCCO3)c1 | 0 | 3 | . | 0 | 1.0 | -1.9 | 2 | -11 | -2 | .
COc1cc(-c2nc(-c3cccc(C)c3)no2)cc(OC)c1OC | 7 | -12 | 18 | -1 | . | i | -8 | 6 | -17 | -2
Cc1c(C)n2c(SCC(=O)N3CCC(C)CC3)nnc2[nH]c1=O | -2 | 6 | . | -1 | 2.7 | -5.3 | -2 | 5 | 0 | .
CCCCC(=O)N1CCN(c2nc3ccc(Cl)cc3s2)CC1 | 9 | 5 | 9 | 1 | 1.7 | -0.9 | 5 | 22 | -1 | 2
COc1ccc(/C=N/NC(=O)C(=O)N2CCCC2)cc1 | 3 | 12 | 14 | 5 | 0.1 | -0.9 | -11 | 4 | . | 1
Cc1cc(C(=O)Nc2c(F)cc(F)cc2Br)cs1 | -8 | 2 | -17 | 10 | -5.2 | i | -1 | 2 | -7 | 3
Cc1cccc2c1NC1(CCCC1)CC2C (stereo not given) | 1 | -2 | -2 | 1 | -7.0 | -1.4 | 0 | -5 | -9 | 4
Fc1cc2[nH]cnc2cc1Cl | 2 | 1 | -3 | -4 | 0.0 | -0.4 | -3 | -11 | -2 | 2

Whole records, looked up by structure. Screens in order: CCHFV vOTU inh	MazF activator	VHR inh abs	PrPC surface inh	TcdB GH inh	BH1578 lux ind	Rv3671c inh	Y pestis TopoI	PriA SSB inh	3CLpro inhibitor
`NC(=O)c1cc([N+](=O)[O-])ccc1N1CCN(Cc2ccccc2)CC1` is entered as -7	6	-1	-15	1.5	1.0	2	-4	-6	1
`CN(C)S(=O)(=O)c1cccc(NC(=O)c2ccc3c(c2)OCCO3)c1` is entered as 0	3	.	0	1.0	-1.9	2	-11	-2	.

Next part.
SMILES | CCHFV vOTU inh | MazF activator | VHR inh abs | PrPC surface inh | TcdB GH inh | BH1578 lux ind | Rv3671c inh | Y pestis TopoI | PriA SSB inh | 3CLpro inhibitor
COc1cccc(NC(=O)C(Sc2nnc3ccccn23)c2ccccc2)c1 (stereo not given) | -5 | 0 | 6 | 0 | . | -3.3 | -4 | 7 | -3 | 3
Cc1sc(NC(=O)c2ccco2)c(C(c2ccc(F)cc2)N2CCN(C)CC2)c1C (stereo not given) | . | 6 | 13 | . | . | -1.2 | 3 | -1 | 30 | 2
Cn1cc(C(=O)OCC(=O)NC2(C#N)CCCC2)c2ccccc21 | -1 | 0 | . | -4 | -0.4 | -4.6 | -2 | -1 | 3 | .
Cc1cc2ncn(S(=O)(=O)c3ccc(S(N)(=O)=O)cc3)c2cc1C | -10 | 5 | . | 0 | -0.4 | -0.3 | . | -5 | -16 | .
N=c1c(C(=O)NC2CCCC2)cc2c(=O)n3ccccc3nc2n1CC1CCCO1 (stereo not given) | -228 | 17 | -9 | -58 | -4.3 | i | -7 | -7 | -2 | -4
COc1cc(C(=O)N2CCC2(C)C(=O)NC(C)C)cc(OC)c1OC (stereo not given) | -11 | . | . | 0 | 0.6 | -0.5 | . | 0 | . | .
COC(=O)[C@H]1[C@H](CCc2ccccc2)NC(=O)N(Cc2ccccc2)[C@@H]1C | 3 | 3 | . | 5 | 0.8 | i | -7 | 6 | -5 | .
COCc1nnc(NC(=O)c2ccc(NC(C)=O)cc2)s1 | 8 | -3 | 1 | 5 | . | 0.7 | -1 | 3 | -4 | 4
COc1ccc(-c2cn3nc(C)c(C)nc3n2)cc1OC | 18 | 1 | . | -25 | 0.0 | i | -11 | 5 | 0 | .
O=C(COC(=O)c1ncc(Cl)c(Cl)c1Cl)NCc1ccccc1 | -10 | 4 | . | 4 | 2.1 | i | -1 | 11 | -5 | .
CC(=O)N1CCc2cc(S(=O)(=O)NCC(=O)NCc3ccc(F)cc3)ccc21 | 5 | 6 | 7 | -5 | 0.6 | -0.2 | 2 | 3 | -27 | -2
COC(C(=O)Nc1ccc(S(=O)(=O)Nc2cccc3ccccc23)cc1)c1ccccc1 (stereo not given) | 0 | 2 | 14 | 0 | . | -0.3 | -36 | 2 | -3 | 8
O=C(/C=C/c1ccc(O)c([N+](=O)[O-])c1)c1ccc2ccccc2c1 | -1 | 4 | 2 | -7 | 0.7 | -0.3 | -13 | 3 | -10 | 2
O=C(Nc1ccc(N2CCOCC2)c(Cl)c1)c1ccccc1F | -4 | 1 | 27 | -7 | 4.6 | -0.4 | 14 | 8 | 1 | 2
CCOC(=O)C(C(C)C)C(N)Cc1ccc(F)cc1 (stereo not given) | 2 | -8 | 7 | 5 | -2.3 | i | -8 | 4 | -8 | -1
CNC(=S)N/N=C/c1cn(CCOc2ccccc2OC)c2ccccc12 | -7 | -8 | -11 | -7 | . | -0.5 | 10 | 6 | . | 4
O=S1(=O)CCN=C2SC3=C(CCCC3)N21 | -16 | 4 | 10 | -3 | 1.4 | 5.0 | 2 | 3 | -3 | -5
Cc1ccccc1N(C(=O)CCCC(=O)Nc1ccccn1)C(C(=O)NC1CCCC1)c1ccc(O)cc1 (stereo not given) | 7 | 8 | 20 | -15 | 0.4 | -0.3 | -8 | -3 | -4 | -1
CC1(C)C(=O)Nc2ccccc2N1C(=O)COc1ncnc2ccccc12 | 2 | 2 | -15 | -5 | . | i | -15 | -5 | -22 | -4
CC(=O)c1cccc(S(=O)(=O)Nc2ccc3nc(C)sc3c2)c1 | 7 | 1 | 33 | 6 | 1.8 | -0.1 | -1 | 3 | -1 | -5
O=C(Cn1ncn2c(cc3ccccc32)c1=O)NCCC1=CCCCC1 | 8 | -8 | -4 | -5 | 0.5 | i | -11 | 17 | -5 | 4
COC(=O)C1=C(C)NC(C)=C(C(=O)OC(C)C)C1c1cccc2nonc12 (stereo not given) | 2&5 | -12 | 12 | 14&-1 | 2.1 | -0.6 | 4 | 5 | -5 | 2
O=C(c1ccc2nc[nH]c2c1)N1CCN(c2cccc(Cl)c2)CC1 | -1 | 0 | 10 | -3 | 0.0 | -0.8 | . | 9 | 8 | 0
O=C(/C(=C/c1ccncc1)n1ccnc1)c1ccc(Cl)cc1Cl | -14 | 3 | 21 | 0 | 0.1 | . | . | . | 1 | -3
CC(=O)Nc1ccc(Br)c(Cl)c1 | 5 | 7 | 4 | 0 | 0.1 | -0.7 | -2 | -1 | -12 | 3
Cc1[nH]c(=O)[nH]c(=O)c1S(=O)(=O)Nc1ccc(S(N)(=O)=O)cc1 | 10 | 9 | 0 | -1 | 0.2 | -0.6 | 11 | -5 | 1 | 1
CC(C)(C)c1ccc(-c2conc2N)cc1 | 13 | -5 | 0 | -4 | . | -0.5 | -5 | -2 | 9 | -3
Cc1ccc(-c2nc3cnccn3c2Nc2ccc3c(c2)OCO3)cc1 | -1 | 9 | -16 | 5 | 0.6 | i | -6 | -5 | 38* | 2
COc1ccc(/C=C/C(=O)Nc2cc(=O)n(C)c(=O)n2C)cc1 | 26 | 4 | -6 | -20 | . | i | -6 | -4 | 4 | -1
COC(=O)Nc1nc2ccc(Sc3ccccc3)cc2[nH]1 | -1 | -2 | 12 | 13 | 0.6 | -0.4 | -2 | -3 | -6 | -1

An excerpt, so the mix of outcomes need not match the whole.
